Screens (PubChem BioAssay)
GPR35 antagonists – GPR35 antagonists blocking zaprinast-driven arrestin recruitment, primary screen, imaging, U2OS, beta-arrestin-GFP, zaprinast agonist (AID 2058); inhibition, % at 10 µM; hits with a dose series show IC50 in µM; 290,000 compounds, 0.052% hits; U2OS GPR35 beta-arrestin-GFP translocation imaging, zaprinast antagonism; higher % means a stronger effect;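 active = inhibition of at least 50% with at least 30 cells and total cytoplasm GFP at most 10,000,000; inconclusive = under 30 cells or total GFP of 10,000,000 plus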
GPR55 beta-arrestin – selective activators of receptor GPR55 – imaging, U2OS cells, beta-arrestin-GFP redistribution, primary screen (AID 1961); U2OS GPR55 beta-arrestin-GFP redistribution imaging; higher % means a stronger effect; activation, % at 10 µM; hits with a dose series show EC50 in µM; 290,000 compounds, 0.048% hits;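 active = activation above 40% with more than 50 cells counted in the well; inconclusive = wells holding fewer than 50 cells, flagged as toxic or sparse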;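 also: U2OS osteosarcoma cells stably expressing GPR55 and beta-arrestin-GFP; plate controls were DMSO negative control for no effect and LPI positive control for full effect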
SIAH1 antagonists – Siah-1 peptide-binding antagonists, primary screen, biochemical, fluorescence polarization, rhodamine-plectin, uHTS (AID 1817); Siah-1 / rhodamine-plectin peptide fluorescence polarization; higher % means a stronger effect; displacement, % at 20 µM, or IC50 in µM where a hit was titrated; 290,000 compounds, 0.02% hits;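 active = displacement of at least 50% at 20 µM, with a fluorescence ratio check between 0.3 and a set limit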;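 also: plate controls were Siah plus tracer with DMSO for no effect and tracer alone without Siah for full effect; strong numbers were not always called active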
HIV fusion peptide – cell-free HIV fusion peptide-binding blockers – biochemical, uHTS, fluorescence dequenching, primary screen (AID 1986) | cell-free peptide binding, fluorescence dequenching, 30 min; higher % means a stronger effect | inhibition, % at 20 µM; hits with a dose series show IC50 in µM | 290,000 compounds, 0.3% hits; in the data active = inhibition mostly above about 52%, no sharp cut-off; inactive = mostly below about 76%; also: some results filed as inactive read as strong as hits
NOD1 inhibition – inhibition of NOD1-driven NF-kB reporter – cell-based, luminescence, uHTS, primary screen (AID 1578); NOD1-driven NF-kB luciferase reporter cells, luminescence; higher % means a stronger effect; one-dose inhibition, % at 4 µM; EC50 in µM for titrated hits; 290,000 compounds, 1% hits; in the data active = inhibition mostly above about 36%, no sharp cut-off; inactive = mostly below about 34%;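 also: HEK-293T reporter cells stimulated with the NOD1 agonist gamma-tri-DAP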
GPR55 antagonists – inhibition of LPI-stimulated GPR55 beta-arrestin translocation – imaging, U2OS, beta-arrestin-GFP, LPI agonist, primary screen (AID 2013); U2OS GPR55 beta-arrestin-GFP translocation imaging, LPI antagonism; higher % means a stronger effect; one-dose inhibition, % at 10 µM; IC50 in µM for titrated hits; 290,000 compounds, 0.13% hits;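 active = spots per cell inhibited over 60%, with over 100 cells counted and total cytoplasm intensity under 500,000; inconclusive = wells with under 100 cells, flagged as likely toxic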;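 also: U2OS cells stably carrying GPR55 and arrestin-GFP stimulated by 5 µM LPI near EC80; imaged beta-arrestin-GFP aggregate spots per cell after agonist stimulation; plate controls were LPI-stimulated DMSO wells for no effect and DMSO wells without LPI for full effect; some results filed as inactive read as strong as hits; confirmed hits need IC50 under 10 µM and bright autofluorescent wells are also inconclusive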
KOR beta-arrestin-1 – KOR antagonists, beta-arrestin recruitment, cell-based, luminescence, uHTS (AID 1778); KOR beta-arrestin recruitment, luminescence, antagonist mode; higher % means a stronger effect; inhibition, % at 10 µM; hits with a dose series show IC50 in µM; 290,000 compounds, 0.091% hits; in the data active = inhibition above about 50%; also: strong numbers were not always called active
KOR beta-arrestin-2 – kappa opioid receptor activators – cell-based, luminescence, uHTS, primary screen (AID 1777) | KOR beta-arrestin recruitment, luminescence; higher % means a stronger effect | one-dose activation, % at 10 µM; EC50 in µM for titrated hits | 280,000 compounds, 0.02% hits; in the data active = activation above about 50%, passing the limit was not always enough; also: a part of the inactive calls stands beside numbers as strong as those of hits
AID2073 – inhibitors of Mint1-CaV2.2 protein interaction, biochemical, HTRF (AID 2073). 290,000 compounds, 0.19% hits. one-dose inhibition, % at 20 µM; IC50 in µM for titrated hits. HTRF protein-protein interaction, Mint1-CaV2.2; higher % means a stronger effect; in the data active = inhibition mostly above about 51%, no sharp cut-off; inconclusive = no clear call, values can overlap the other calls; inactive = mostly below about 53%; also: some results filed as inactive read as strong as hits
Active calls of the source: *; ? = inconclusive; [ ] = dose if it differs, or a comment. These rows are one share of the data; count on the stated rates, not on these rows.

SMILES	GPR35 antagonists	GPR55 beta-arrestin	SIAH1 antagonists	HIV fusion peptide	NOD1 inhibition	GPR55 antagonists	KOR beta-arrestin-1	KOR beta-arrestin-2	AID2073
C/C(=N\NC(=O)c1cc(C)nc2ccccc12)c1cccs1	3%	-0.2%	3%	-1.4%	1%	2%	15%	-1.2%	1%
CCOC(=O)c1c(NC(=O)CN2CCCc3ccccc32)sc(C(C)=O)c1C	-10%	-0.2%	-2%	-1.9%	-18%	3%	4%	0.6%	16%
Cc1nnc(SCc2nnc(-c3cccs3)o2)s1	-2%	0.0%	-6%	0.0%	-42%	-4%	5%	-3.9%	10%
COc1cc2c(C(=O)Nc3ccccc3F)cn(C)c(=O)c2cc1OC	4%	0.0%	-4%	-1.2%	4%	-4%	29%	-2.0%	1%
Cc1ccc(-n2cc(CN(C)Cc3nccn3C)c(-c3ccc(F)cc3)n2)cc1	5%	-0.2%	13%	-0.3%	-36%	5%	-18%	-1.5%	0%
Cc1cc(NC(=O)c2c(Cl)cnn2C)no1	8%	-0.1%	3%	-1.8%	-2%	13%	19%	-2.2%	2%
O=[N+]([O-])c1nn(-c2ccc3c(c2)OCCO3)n(O)c1=NC1CCCCC1	4%	-0.2%	4%	-1.7%	-35%	16%	2%	-8.6%	-2%
CSCCC(=O)N1C(C)CCCC1C(=O)O (configuration not stated)	3%	-0.2%	-5%	-2.3%	12%	4%	9%	-2.8%	14%
CCc1nnc(NC(=O)C2CCCN(S(=O)(=O)c3ccccc3)C2)s1 (configuration not stated)	2%	-0.1%	-3%	-0.5%	-5%	9%	12%	-0.7%	-2%
CCOC(=O)c1ccc(NC(=S)NCC(O)c2ccccc2)cc1 (configuration not stated)	20%	-0.3%	5%	8.7%	-9%	16%	14%	-4.9%	-14%
COc1cc(CCC(=O)NCC2CCCO2)cc(OC)c1OC (configuration not stated)	-1%	-0.1%	-4%	0.4%	-33%	-4%	-27%	6.2%	-6%
CCC(=O)NCC(c1cccs1)S(=O)(=O)c1ccc(C)cc1 (configuration not stated)	9%	-0.2%	5%	-0.2%	-22%	-3%	-41%	0.8%	-9%
COc1ccc(-c2csc(NC(=O)c3ccc(S(=O)(=O)N4CCc5ccccc5C4)cc3)n2)c(OC)c1	5%	-0.4%	2%	-1.3%	31%	4%	-2%	3.5%	13%
O=C(NCc1ccc2c(c1)OCO2)c1ccc2snnc2c1	-2%	-0.3%	-2%	-0.8%	-16%	4%	0%	-5.7%	5%
Cc1ccc(NC(=O)NCc2cccn2C)cc1C	-2%	0.0%	0%	-0.2%	-3%	6%	9%	-4.4%	4%
CC(C)(C)c1ccc(OCC(=O)N/N=C/C2CC=CCC2)cc1 (configuration not stated)	-4%	-0.3%	2%	0.5%	-23%	5%	-16%	3.2%	6%
CCNC(=O)c1ccccc1SCC(=O)Nc1ccc(F)cc1	7%	0.1%	-2%	-1.3%	-20%	-17%	-6%	12%	10%
CCn1c(=O)n(CC(=O)Nc2ccc(F)cc2)c(=O)c2ccccc21	-26%	0.5%	24%	3.9%	-21%	3%	0%	-6.9%	3%
CC(=O)Nc1ccc(NC(=O)CCOc2cc(C)ccc2C)cc1	1%	-0.1%	-6%	-0.1%	46%	1%	-14%	7.9%	10%
COc1ccccc1NC(=S)NNC(=O)c1ccccc1Br	1%	-0.2%	-11%	-1.7%	-54%	9%	8%	0.6%	-14%
COc1ccc(/C=C2\SC(=S)N(C(C)C(=O)NC3C=CS(=O)(=O)C3)C2=O)cc1 (configuration not stated)	-1%	0.3%	3%	2.5%	-14%	11%	-16%	-4.8%	-16%
CC(NC(=O)C1CC12CCC2)c1ccccc1 (configuration not stated)	0%	0.1%	1%	1.1%	15%	-5%	20%	1.2%	-2%
O=C(Nc1cccnc1)c1ccc([N+](=O)[O-])o1	0%	-0.1%	-2%	0.4%	13%	-11%	-14%	1.8%	8%
CN(C)c1cc(-c2ccc(F)cc2)oc(=O)c1Cl	-1%	0.3%	10%	0.3%	-14%	12%	3%	-3.0%	16%
Cc1c(NC(=O)c2cnn3c2NC(c2ccco2)CC3C(F)(F)F)c(=O)n(-c2ccccc2)n1C (configuration not stated)	-3%	-0.1%	3%	2.4%	-22%	7%	22%	-1.2%	-12%
(cont.)
SMILES	GPR35 antagonists	GPR55 beta-arrestin	SIAH1 antagonists	HIV fusion peptide	NOD1 inhibition	GPR55 antagonists	KOR beta-arrestin-1	KOR beta-arrestin-2	AID2073
CCCc1nnc(SCc2ccc(OC)cc2)n1N	5%	0.2%	5%	-3.7%	-9%	3%	22%	-9.2%	-1%
CCC(=O)N1CCCc2cc(S(=O)(=O)N3CCN(c4ncccn4)CC3)ccc21	-17%	-0.2%	1%	1.9%	9%	-4%	-14%	7.6%	8%
Cn1c(=O)n(C)c2cc([N+](=O)[O-])c(N3CCN(C(=O)c4ccccc4Br)CC3)cc21	6%	-0.1%	-2%	-2.6%	-2%	6%	-28%[20 µM]	-2.4%	-12%
Cc1ccccc1NC(=O)Cc1c[nH]c2ccccc12	6%	0.3%	6%	-0.6%	-1%	0%	-40%[20 µM]	-3.1%	-7%
Cc1nc(-c2cccc(NS(=O)(=O)c3cccc4ccccc34)c2)cs1	0%	-0.1%	6%	-1.6%	25%	10%	-24%	3.5%	-1%
CC(C)N1CCN(S(=O)(=O)c2ccccc2)CC1	-10%	0.0%	7%	-0.4%	-30%	10%	-36%[20 µM]	-0.1%	9%
CCOC(=O)c1c(-c2cccc([N+](=O)[O-])c2)cn2ccccc12	18%	-0.2%	10%	-1.6%	-33%	-2%	2%	-3.2%	11%
Cc1ccccc1NC1=NC(=S)N(c2ccccc2)C12CCOC(C)(C)C2 (configuration not stated)	-7%	-0.1%	2%	0.0%	-58%	15%	-10%	0.2%	-12%
Cc1nn(-c2ccccc2)c(N)c1N=O	2%	-0.1%	12%	-0.5%	-12%	4%	14%	5.3%	5%
O=C1c2cccc3cccc(c23)C(=O)N1CCCCCc1n[nH]c(=S)o1	-10%	1.4%	1%	1.2%	5%	-6%	-2%	3.0%	5%
Cc1cc(C)nc(Nc2ncc(O)n2-c2ccc(C)c(C)c2)n1	17%	0.2%	-2%	0.1%	8%	-4%	-34%	-3.6%	31%
O=C(CCN1CCN(c2ccccc2)CC1)Nc1ccc(Cl)cc1	-2%	-0.2%	-1%	0.3%	6%	-17%	-14%	-2.2%	1%
Cc1ccc(S(=O)(=O)N2CCN(c3cc4c(cc3[N+](=O)[O-])n(C)c(=O)n4C)CC2)cc1	2%	-0.4%	0%	-4.7%	-24%	8%	6%	-2.4%	-3%
Cc1ccc(/C=N/NC(=O)C(C)Oc2ccccc2[N+](=O)[O-])s1 (configuration not stated)	-8%	0.3%	2%	0.8%	-18%	-8%	-53%	7.1%	-2%
CC(C)(C)C(C(Oc1ccc(Cl)cc1)n1cncn1)n1nnnc1C(c1cccc(Cl)c1)N1CCCCC1 (configuration not stated)	18%	0.0%	-4%	3.7%	10%	5%	8%	16%	15%
Cc1cc(C(=O)N2CCN(c3ccc([N+](=O)[O-])cc3)CC2)co1	-7%	-0.1%	16%	-0.7%	-22%	8%	18%	-2.0%	2%
CCOC(=O)C1CCCN(c2c(NCCc3ccc(Cl)cc3)c(=O)c2=O)C1 (configuration not stated)	-7%	-0.1%	15%	1.8%	-3%	18%	35%	-2.1%	10%
CCc1c(C)nc(SCC(=O)Nc2ccc(Br)cc2)[nH]c1=O	-1%	-0.1%	-1%	2.9%	-3%	-2%	-22%	-0.2%	-5%
O=[N+]([O-])c1ccc(OCc2n[nH]c(=S)n2-c2ccccc2)cc1	-1%	-0.2%	1%	0.4%	-5%	-1%	5%	-2.6%	-30%
COc1ccccc1Nc1nc(-c2sc(NC(=O)c3ccc([N+](=O)[O-])cc3)nc2C)cs1	7%	0.0%	-1%	1.6%	-19%	13%	16%	2.5%	4%
COc1ccc(CC(=O)NCCN2CCCC2)cc1	-11%	0.2%	-3%	0.6%	16%	-17%	3%	1.7%	-12%
COC(=O)N(NC(=O)C(O)(C(C)C)C(C)C)c1ccccc1	5%	-0.1%	7%	1.7%	-4%	1%	27%	-0.9%	5%
CCN1C(=O)N(C)[C@@H](c2ccccc2)C(C(=O)OC)=C1C	0%	-0.2%	3%	-1.1%	4%	11%	36%	-5.1%	2%
O=C(NCc1ccco1)/C(=C\c1ccco1)NC(=O)c1ccccc1Cl	18%	?	5%	2.4%	1%	2%	-12%	-5.3%	7%
Cc1[nH]c2ccccc2c1C(=O)CN1CC(C)CC(C)C1 (configuration not stated)	-9%	0.0%	0%	-0.4%	-8%	-15%	-35%	0.7%	9%

Some entries already given with just KOR beta-arrestin-1, SIAH1 antagonists and GPR55 beta-arrestin:
Molecule	KOR beta-arrestin-1	SIAH1 antagonists	GPR55 beta-arrestin
COc1ccccc1Nc1nc(-c2sc(NC(=O)c3ccc([N+](=O)[O-])cc3)nc2C)cs1	16%	-1%	0.0%
COc1ccc(CC(=O)NCCN2CCCC2)cc1	3%	-3%	0.2%

(more compounds)
SMILES	GPR35 antagonists	GPR55 beta-arrestin	SIAH1 antagonists	HIV fusion peptide	NOD1 inhibition	GPR55 antagonists	KOR beta-arrestin-1	KOR beta-arrestin-2	AID2073
CC(=O)Nc1ccc(C(=O)/C=C/c2ccco2)cc1	-4%	-0.3%	9%	36%	-21%	9%	29%	-3.4%	31%
CC(CCC(C)OC(=O)c1ccccc1C(=O)O)OC(=O)c1ccccc1C(=O)O (configuration not stated)	11%	-0.1%	2%	0.3%	2%	-7%	20%	-2.9%	-4%
Cc1cc(C)c(C)c(OCCOCCNCc2ccccc2)c1	23%	-0.2%	6%	-0.7%	-12%	15%	-2%	-0.7%	-5%
COc1ncnc2c1oc1nc(C)c3c(c12)CC(C)(C)OC3	-1%	-0.2%	13%	1.0%	-1%	8%	9%	-2.6%	5%
CCN(CC)CCNC(=O)C1CCN(S(=O)(=O)N2CCCCC2)CC1	0%	-0.2%	2%	-1.0%	-7%	11%	25%	-3.3%	-5%
O=C(OCCCN1C(=O)c2ccccc2C1=O)c1ccco1	0%	-0.1%	6%	0.5%	-26%	-1%	8%	-1.1%	2%
CC(NC(=O)c1ccc(F)cc1Cl)C1CC2CCC1C2 (configuration not stated)	6%	-0.2%	1%	-0.9%	-15%	6%	-8%	2.0%	3%
CC(=O)Nc1ccc(S(=O)(=O)N(CC(=O)Nc2cc(C)on2)Cc2ccc(F)cc2)cc1	-1%	-0.2%	-1%	0.7%	0%	-3%	10%	0.6%	10%
Cc1ccc(S(=O)(=O)N(C)C)cc1NC(=S)N1CCc2ccccc21	-10%	-0.6%	-2%	0.1%	-13%	9%	-20%	-5.1%	-20%
